Screens: PubChem BioAssay, several laboratories
MrgX1 PAM = positive allosteric modulators of MrgX1, primary screen, HEK293 cells, Fluo-4 calcium flux; FDSS; active compounds read high; Mas-related G-protein coupled receptor member X1 (Homo sapiens), Q96LB2; 310,000 tested, 0.63% active; B-score at 10 µM;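 active = plate-corrected calcium response at least 3 library SD above typical, normal starting fluorescence, not activating the receptor alone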;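 note: compound read alongside a low EC10 to EC30 dose of BAM8-22 agonist; peak minus trough fluorescence over baseline measured at the second addition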
MrgX1 agonist = agonists of human MrgX1 receptor, primary screen, HEK293 cells, Fluo-4 calcium flux | Mas-related G-protein coupled receptor member X1 (Homo sapiens), Q96LB2 | 310,000 tested, 0.44% active | Fluo-4 calcium fluorescence, agonist mode; active compounds read high | B-score at 10 µM | AID 588627, 2011;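 active = calcium response B-score plate-corrected fluorescence ratio at least 3 library SD, with starting fluorescence B-score inside 5 SD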
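Test system: HEK293 cells stably expressing human MrgX1 receptor; amount: 15,000 cells per well; doses: compound delivered in addition one of three; times: overnight plating before 1 h dye loading; detection: Fluo-4 NW calcium-flux fluorescence, kinetic read; read-out basis: B-scored fluorescence response ratio; controls: positive and negative controls per plate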
TRPC6 inh = mouse TRPC6 channel inhibitors, primary screen, cell-based, HEK293, membrane potential dye; Short transient receptor potential channel 6 (Mus musculus), Q61143; ACh-evoked depolarization; active compounds read low; B-score at 10 µM; 310,000 tested, 1.1% active; AID 2553, 2010;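 active = B-score under library mean minus 3 SD, initial fluorescence not abnormally high, positive integrated signal ratio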;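 note: B-score derived from integrated fluorescence ratio over the kinetic read; more negative B-score means stronger inhibition of depolarization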
Target sequence (Q61143 whole entry, looked up): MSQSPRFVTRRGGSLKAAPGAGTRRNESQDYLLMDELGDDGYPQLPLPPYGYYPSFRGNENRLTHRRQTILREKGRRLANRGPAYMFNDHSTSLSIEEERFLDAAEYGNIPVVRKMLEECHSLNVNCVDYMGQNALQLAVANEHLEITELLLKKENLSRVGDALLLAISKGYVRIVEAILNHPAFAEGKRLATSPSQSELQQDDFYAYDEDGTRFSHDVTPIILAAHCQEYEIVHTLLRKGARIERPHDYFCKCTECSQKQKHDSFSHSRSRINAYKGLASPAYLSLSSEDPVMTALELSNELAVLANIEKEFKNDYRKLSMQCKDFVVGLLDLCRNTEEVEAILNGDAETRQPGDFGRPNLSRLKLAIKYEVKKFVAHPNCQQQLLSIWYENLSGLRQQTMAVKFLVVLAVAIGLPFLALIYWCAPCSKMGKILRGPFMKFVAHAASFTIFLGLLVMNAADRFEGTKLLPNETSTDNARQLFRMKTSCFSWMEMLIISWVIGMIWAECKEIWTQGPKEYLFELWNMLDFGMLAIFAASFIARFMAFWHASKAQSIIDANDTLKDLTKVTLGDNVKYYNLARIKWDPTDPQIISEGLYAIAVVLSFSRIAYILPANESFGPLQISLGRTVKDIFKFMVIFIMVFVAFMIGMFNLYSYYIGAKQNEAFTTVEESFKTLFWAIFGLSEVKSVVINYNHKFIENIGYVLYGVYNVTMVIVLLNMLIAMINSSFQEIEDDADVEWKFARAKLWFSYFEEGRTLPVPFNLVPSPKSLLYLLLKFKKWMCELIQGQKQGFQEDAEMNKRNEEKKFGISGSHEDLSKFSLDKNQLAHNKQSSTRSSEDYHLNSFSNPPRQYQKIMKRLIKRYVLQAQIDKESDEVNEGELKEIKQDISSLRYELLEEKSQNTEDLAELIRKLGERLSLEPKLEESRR
ANO1 block = TMEM16A chloride channel inhibitors, primary screen, cell-based, HTS; Anoctamin-1 (Mus musculus), Q8BHY3; HEK293 TMEM16A/YFP iodide influx fluorescence, ionomycin; normalized B-score (activity score, 25-100; higher = stronger inhibition) at 10 µM; 310,000 tested, 1.2% active; AID 588511, 2011;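 active = ratio plate-corrected score three or more library SD toward inhibition, starting fluorescence score within five deviations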;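 note: score derived from kinetic fluorescence span divided by baseline fluorescence per well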
HDAC3 inhib = HDAC3 deacetylase inhibitors, primary screen, biochemical, fluorescence, cell-free homogeneous. Histone deacetylase 3 (Homo sapiens), O15379. recombinant HDAC3, fluorogenic peptide/trypsin coupled. inhibition, % at 8.3 µM. 320,000 tested, 0.15% active; in the data active = inhibition above about 26%, passing the limit was not always enough; inconclusive = no clear call, values can overlap the other calls
RGS4 act = RGS4 potentiators or activators, primary screen, cell-based, HEK293 M3R inducible RGS4, calcium flux. carbachol calcium flux Fluo4; active compounds read low. B-score at 10 µM. 310,000 tested, 0.92% active;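 active = B-score of the integrated calcium signal more than 4 SD below the library mean, with starting fluorescence not abnormally high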;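 note: negative B-score means reduced calcium response which marks RGS4 activation or potentiation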
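test system = M3R-expressing HEK293 line, RGS4 induced by doxycycline | probe or stimulus = carbachol at ECmax as muscarinic agonist stimulus | timing = dye loading 30 min 37 °C, buffer rest 30 min RT | signal = calcium dye Fluo4 fluorescence | evaluation = B score from integrated fluorescence ratio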
ANO1 activ = TMEM16A chloride channel activators or potentiators, primary screen, cell-based, HTS | Anoctamin-1 (Mus musculus), Q8BHY3 | HEK293 TMEM16A/YFP-H148Q/I152L, iodide quench fluorescence; active compounds read low | B-score at 10 µM | 340,000 tested, 0.3% active;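 active = fluorescence-ratio B-score plate-corrected deviation score at least 3 library SD below zero, with starting fluorescence score within 5 deviations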;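 note: channel opened by trigger with iodide after compound preincubation; score built on the fluorescence ratio of max minus min over baseline; more negative score means more quench and so TMEM16A activation or potentiation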
RGS4 block = RGS4 inhibitors, primary screen, cell-based, HEK293 M3R inducible RGS4, calcium flux; Regulator of G-protein signaling 4 (Homo sapiens), P49798; Fluo-4 calcium flux; active compounds read high; triggered by carbachol at its EC20; B-score at 10 µM; 310,000 tested, 0.45% active; AID 463165, 2010;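 active = B-score, a plate-corrected calcium signal, over three deviations above library mean, with baseline fluorescence within five deviations of library mean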;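 note: RGS4 expression induced by doxycycline in cells with stable M3 receptor; B-score is computed from the integrated fluorescence ratio over baseline after carbachol; higher B-score means a larger calcium signal and so more RGS4 inhibition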
Target sequence (P49798 whole entry, looked up): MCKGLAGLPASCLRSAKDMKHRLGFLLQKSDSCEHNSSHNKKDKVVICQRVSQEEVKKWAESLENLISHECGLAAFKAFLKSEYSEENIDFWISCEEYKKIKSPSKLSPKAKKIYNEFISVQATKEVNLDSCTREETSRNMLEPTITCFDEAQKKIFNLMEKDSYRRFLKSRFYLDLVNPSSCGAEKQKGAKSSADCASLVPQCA
MrgX1 antag = antagonists of human MrgX1 receptor, primary screen, HEK293 cells, Fluo-4 calcium flux; Mas-related G-protein coupled receptor member X1 (Homo sapiens), Q96LB2; BAM8-22 antagonism; active compounds read low; B-score at 10 µM; 310,000 tested, 1.3% active; AID 588676, 2011;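 active = calcium-response B-score plate-corrected more than 3 library SD below zero, starting fluorescence within 5 deviations, no agonist response on first addition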;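 note: peak minus trough fluorescence over baseline after final BAM8-22 challenge near maximal dose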
SKKanGAS inh = S. pyogenes SKKanGAS growth inhibitors in kanamycin, primary screen, streptokinase expression inhibitor project, SKKanGAS strain, BacTiter-Glo luminescence. 6 h. inhibition, % at 7.5 µM. 300,000 tested, 1.3% active;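 active = mean replicate score, as percent of positive control median, at least 50; inconclusive = mean below 50 but one replicate at or above 50; inactive = mean and every replicate below 50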;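 note: strain carries kanamycin resistance gene driven by streptokinase promoter and grows in 40 µg/ml kanamycin; loss of luminescence reflects streptokinase promoter inhibition or plain growth inhibition; 0% = median of DMSO wells and 100% = positive control at its reference dose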
TRPC6 activator = mouse TRPC6 channel activators, primary screen, cell-based, HEK293, membrane potential dye. Short transient receptor potential channel 6 (Mus musculus), Q61143. HEK293-TRPC6 membrane potential dye fluorescence; active compounds read high. B-score at 10 µM. 310,000 tested, 0.13% active;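 active = B-score of the integrated fluorescence ratio above library mean plus 3 SD, and starting fluorescence ratio within library mean plus 5 SD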;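 note: higher score means more depolarization so channel activation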
* = called active by the depositor; i = inactive; ? = inconclusive; / = not tested or not shown.

SMILES	MrgX1 PAM	MrgX1 agonist	TRPC6 inh	ANO1 block	HDAC3 inhib	RGS4 act	ANO1 activ	RGS4 block	MrgX1 antag	SKKanGAS inh	TRPC6 activator
CC(=O)c1cccc(NC(=O)COC(=O)[C@@H](NC(=O)OCc2ccccc2)C(C)C)c1	i	i	i	i	/	i	i	i	i	-2.9	i
CC(C)(C)NC(=O)COC(=O)CCC(=O)c1cccs1	i	i	i	i	-11.3	i	i	i	i	-2.9	i
Cc1nc(SCC#N)c2c3c(sc2n1)CCC3	i	i	i	i	-10.0	i	i	i	i	-1.3	i
CCCc1nc2cc(Cl)c([N+](=O)[O-])cc2o1	i	i	i	100*	2.3	i	i	i	i	-1.0	i
Cc1ccc(C(=O)NCCCn2ccnc2)cc1C	i	i	i	i	4.6	i	i	i	i	1.3	i
Cc1cc(Oc2ccc(C(C)(C)C)cc2)nc(N2CCOCC2)n1	i	i	i	i	11.1	i	i	i	i	17.2	i
O=C(Oc1ccc(-c2ccccc2)cc1)N1CCOCC1	i	i	i	i	-1.4	i	i	i	i	0.2	i
CC(CNc1nc2ccccc2n2cnnc12)c1ccccc1 (stereo unspecified)	i	i	i	i	2.2	i	i	i	i	-4.7	i
O=C(NCCc1ccc(Cl)cc1)C1CCN(C(=O)c2sccc2-n2cccc2)CC1	i	i	i	i	-2.2	i	i	i	i	1.9	i
COc1ccc(N=Nc2ccc(N)nc2N)cc1	i	i	i	i	8.0	i	i	i	i	22.9	i
O=[N+]([O-])c1ccc(CN2CCSCC2)cc1	i	i	i	i	-6.1	i	i	i	i	3.9	i
CCN(CC)C(=O)CN(c1cccc(OC)c1)S(=O)(=O)c1ccc(C)cc1	i	i	i	i	2.6	i	i	i	i	3.6	i
CC(C)[C@@H]1NC(=O)c2cc([N+](=O)[O-])cc(I)c2NCCC[C@@H](C(N)=O)NC(=O)[C@H](CO)NC1=O	i	i	/	i	8.0	/	/	/	i	/	/
Cc1cccc(OCCCn2c(=O)oc3ccccc32)c1	i	i	i	i	-2.9	i	i	i	i	7.0	i
Cc1ccc(S(=O)(=O)N2CCC(C(=O)NCCCN3CCOCC3)CC2)cc1C	i	i	i	i	7.0	i	i	i	i	0.1	i
O=C(c1ccc(CS(=O)(=O)c2ccc(Br)cc2)o1)N1CCN(C2CCCCC2)CC1	i	i	i	i	-5.8	i	i	i	i	3.0	i
CC(C)[C@H](NC(=O)Nc1ccccc1F)C(=O)O	i	i	i	i	-1.6	i	i	i	i	-0.7	i
COc1cc2cc(C(=O)N3CCN(Cc4ccc5c(c4)OCO5)CC3)[nH]c2cc1OC	i	i	i	i	-9.1	i	i	i	i	-3.0	i
CC1(C)Oc2ccccc2OC1(O)c1ccc2ccccc2n1 (stereo unspecified)	i	i	i	i	4.0	i	i	i	i	-0.3	i
Cc1ccc(N(Cc2cc3ccc(C)cc3[nH]c2=O)S(C)(=O)=O)c(C)c1	i	i	i	i	-0.3	i	i	i	i	-9.6	i
Cn1c(N)c(C(=O)COC(=O)CCCN2C(=O)c3ccccc3C2=O)c(=O)n(C)c1=O	i	i	i	i	-1.4	i	i	i	i	3.7	i
Cc1ccc2nc(NC(=O)c3ccc(NS(=O)(=O)c4cccs4)cc3)sc2c1	i	i	i	i	-8.4	i	i	i	i	61.6*	i
Cc1ccc(-n2c(C(C)C)nc3oc4ccccc4c(=O)c3c2=O)cc1	i	i	i	i	-2.3	i	i	i	i	24.9	i
COc1ccc(N2CCN(C(=O)NCc3ccc(OC)c(Cl)c3)CC2)cc1	i	i	i	i	?	i	i	i	i	-3.4	i
CCCn1nnc(NC(=O)c2ccco2)n1	i	i	i	i	-2.4	i	i	i	i	-7.9	i
Fc1cc(F)c(C2SCCN2C(=S)Nc2cccc(C(F)(F)F)c2)c(F)c1 (stereo unspecified)	i	i	i	i	14.9	i	i	i	i	50.1*	i
CC1(C)OC2CCN3C(C(O)COS3(=O)=O)C2O1 (stereo unspecified)	i	i	i	i	2.9	i	i	i	i	0.6	i
CCC(C)[C@H](NC(=O)[C@@H]1Cc2c([nH]c3ccccc23)C2c3ccccc3C(=O)N21)C(=O)N1CCC[C@@H]1C(=O)O (stereo partly specified)	i	i	i	i	-6.5	i	i	i	i	11.7	i
Cc1oc(=O)c(NC(=O)c2ccccc2)cc1C(N)=O	i	i	i	i	2.7	i	i	i	i	/	i
CS(=O)(=O)Nc1ccc(S(=O)(=O)N2CCCCCC2)cc1	i	i	i	i	0.8	i	i	i	i	-1.0	i
Cc1ccc(-n2nc(C)c(NC(=O)CCl)c2C)cc1	i	i	i	i	-0.9	i	i	i	i	-2.4	i
CCN(CC)CCN(C(=O)c1ccc(C(=O)c2ccccc2)cc1)c1nc2c(OC)cccc2s1	i	i	i	i	5.8	i	i	i	i	1.6	i
CN(C)c1ccc(C2CC(=O)OC3=C2C(=O)CC(C)(C)C3)cc1 (stereo unspecified)	i	i	i	i	1.5	i	i	i	i	-1.6	i
Clc1cccc(CON/C=N/c2ncnc3sccc23)c1	i	i	i	i	-17.0	i	i	i	i	3.8	i
Cn1c(=O)c(C(=O)Nc2ccccn2)c(O)c2ccccc21	i	i	-8.66*	i	-1.8	i	i	i	i	-5.3	i
CC1=C(C#N)C(=O)NC(=O)/C1=C/c1ccc(-c2ccc(S(N)(=O)=O)cc2)o1	i	i	i	i	12.8	i	i	i	i	0.8	i
O=C(NC(=S)N1CCN(C2CCCCC2)CC1)c1ccccc1	i	i	i	i	7.2	i	i	i	i	-2.9	i
COc1cccc(C(C2=C(O)CC(C)(C)CC2=O)C2C(=O)CC(C)(C)CC2=O)c1 (stereo unspecified)	i	i	i	i	-2.5	i	i	i	i	-6.7	i
COc1ccc(S(=O)(=O)N2CCC(C(=O)NCCC(=O)Nc3nccs3)CC2)cc1	i	i	i	i	2.5	i	i	i	i	-2.7	i
CC(C)Cn1c(CCCNC(=O)c2ccco2)nc2ccccc21	i	i	i	i	9.6	i	i	i	i	0.3	i
Cc1nnc(NC(=O)CSc2nccn2-c2cccc(C)c2C)s1	i	i	i	i	/	i	i	i	i	-1.5	i
CCC/C=C(\CCC)C(NC(=O)c1ccc(C(=O)OC)cc1)c1ccc(C(=O)OC)cc1 (stereo unspecified)	i	i	i	i	13.0	i	/	i	i	-2.1	i
COc1ccc(OC)c(C2=NS(=O)(=O)N(C)C(C(=O)Nc3ccc(C(C)=O)cc3)=C2)c1	i	i	i	i	-2.1	i	i	i	i	4.7	i
CC(=C/C(=O)O)/C=C/c1ccco1	i	i	i	i	0.7	i	i	5.43*	i	-2.4	i
C/C(Cl)=C/Cn1c(N2CCCC2)nc2c1c(=O)[nH]c(=O)n2C	i	i	i	i	-5.7	i	i	i	i	11.9	i
CCCSC1=NN2CCCC(=O)N=C2S1	i	i	i	i	-5.5	i	i	i	i	-2.6	i
C/C(=N/OC(=O)c1cccc(C(F)(F)F)c1)c1cnccn1	i	i	i	i	3.6	i	i	i	i	-0.4	i
O=C(CNC(=O)c1cccs1)N/N=C/c1c[nH]c2ccccc12	i	i	i	i	8.3	i	i	i	i	2.0	i
CCN(CC)Cc1c(C(=O)N/N=C/c2ccc(OCc3ccccc3C)cc2)nnn1-c1nonc1N	i	i	i	i	4.9	i	i	i	i	7.6	i
CC(=O)Nc1ccc(S(=O)(=O)Nc2cccc3cccnc23)cc1	i	i	i	i	1.1	i	i	i	i	-3.1	i

Next part.
SMILES	MrgX1 PAM	MrgX1 agonist	TRPC6 inh	ANO1 block	HDAC3 inhib	RGS4 act	ANO1 activ	RGS4 block	MrgX1 antag	SKKanGAS inh	TRPC6 activator
Cc1cc(NC(=O)c2ccc(C)c(C)c2)no1	i	i	i	i	-2.7	i	i	i	i	-3.3	i
COC(=O)CCc1nc2ccccc2nc1OC	i	i	i	i	-7.4	i	i	i	i	-2.2	i
O=S(=O)(NCCN1CCOCC1)c1ccc(F)c(Cl)c1	i	i	i	i	-4.9	i	i	i	i	-1.5	i
O=C(CSc1nnc(-c2c[nH]c3ccccc23)o1)c1ccc(-c2ccccc2)cc1	i	i	i	i	3.8	i	i	i	i	17.8	i
Cc1ccc2cc(CN(Cc3ccco3)C(=O)NC3CCCCC3)c(=O)[nH]c2c1C	i	i	i	i	3.9	i	i	i	i	6.0	i
CCOC(=O)/C=C/c1ccc2oc3ccccc3c(=O)c2c1	i	i	i	i	-2.8	i	i	i	i	-4.9	i
O=[N+]([O-])c1ccccc1OCCCOc1cccc2cccnc12	i	i	i	i	1.4	i	i	i	i	-1.0	i
O=C(CNC1CCCCC1)Nc1cc(S(=O)(=O)N2CCOCC2)ccc1Cl	i	i	i	i	3.2	i	i	i	i	-1.7	i
c1csc(Cn2c(-c3cccs3)nc3ccccc32)c1	i	i	i	i	-17.5	i	i	i	i	3.8	i
CC(CCc1ccco1)NC(=O)Cn1ncc2c1-c1ccccc1OC2 (stereo unspecified)	i	i	i	i	8.6	i	i	i	i	-0.2	i
COc1ccccc1-n1cc(CN2CCCC(CO)(Cc3cccc(Cl)c3)C2)cn1 (stereo unspecified)	i	i	i	i	-0.2	i	i	i	i	6.4	i
CCN(CC)C(=O)CSc1nnc(-c2ccccn2)n1-c1ccccc1OC	i	i	i	i	-4.3	i	i	i	i	4.8	i
O=[N+]([O-])c1cccc(S(=O)(=O)NCc2ccccn2)c1	i	i	i	i	-5.3	i	i	i	i	0.8	i
O=C(Cc1ccccc1)N/N=C/c1ccc(-c2ccc([N+](=O)[O-])cc2)o1	i	i	i	i	-1.2	i	i	i	i	-9.6	i
CCOC(=O)N1CCN(C(=O)/C=C/c2ccc(OC)cc2)CC1	i	i	i	i	-1.4	i	i	i	i	-0.3	i
Cc1cc[n+](CC(=O)c2cc3ccccc3oc2=O)cc1	i	i	i	i	-2.8	i	i	i	i	-15.2	i
